# Bioassay records as filed in PubChem.
# Myeloid diff 2 – induction of myeloid progenitor differentiation, primary screen, cell-based, flow cytometry, MLPCN library; ER-HoxA9 myeloid progenitors, lysozyme-GFP differentiation; calls only at 10 µM; actives 1% (n = 360,000);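 active = normalized GFP-positive differentiation at or above the plate's own cutoff, the solvent-only control mean plus 3 SD; inconclusive = no clear call, values can overlap the other calls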;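 also: cells exposed to compound for four days before flow analysis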
# Dengue-2 NS5 capping – Dengue-2 NS5 methyltransferase inhibitors, primary screen, biochemical, confirmation dose response (AID 588689); inhibition, % at 25 µM; hits with a dose series show IC50 in µM; Dengue-2 NS5 methyltransferase capping enzyme assay, biochemical; higher % means a stronger effect; Genome polyprotein (Dengue virus type 2 (strain 16681-PDK53)); actives 0.3% (n = 340,000); in the data active = a potency from the dose series; inconclusive = inhibition above about 29% without an active follow-up result
# Dengue-2 NS5 capping pilot replicate – second read-out of Dengue-2 NS5 capping, no call of its own (marks repeat the call); inhibition, %; measured here: pilot screen replicate inhibition
# Myeloid diff 2 GFP+ MAC1+ % – further read-out of Myeloid diff 2, marked with its call; GFP+ MAC1+ double positive, %; measured here: differentiation confirmed by MAC1 staining
# * hit, by the source's call; i = inactive; ? = inconclusive; nt = no result given. Some of the compounds tested, so the mix of outcomes need not match the whole.
SMILES,Myeloid diff 2,Myeloid diff 2 GFP+ MAC1+ %,Dengue-2 NS5 capping,others
CC(=O)c1sc(NC(=O)C2CC(=O)N(Cc3ccco3)C2)nc1-c1ccccc1 (stereo unspecified),i,0.7,-6.5%,
CCCCn1c(N)c(N(CC(C)C)C(=O)C2CCC2)c(=O)[nH]c1=O,i,0.7,-1.5%,
C/C=C(/C)C(=O)O[C@@H]([C@H](O)c1cc2ccc(=O)oc2cc1OC)C(C)(C)O[C@@H]1O[C@H](CO)[C@@H](O)[C@H](O)[C@H]1O,i,2.1,-11.6%,
CC(=O)c1ccc(S(=O)(=O)Nc2ccc(Cl)c(S(=O)(=O)N3CCCC3)c2)cc1,i,0.5,-3.8%,
C[C@@H]1CN([C@H](C)CO)C(=O)c2cc(Br)cnc2O[C@H]1CN(C)C,i,0.8,3.3%,
CN(C)C(CNC(=O)c1cc2ccccc2o1)c1ccccc1 (stereo unspecified),i,0.5,-5.2%,
CN(C(=O)c1cccc(N2C(=O)C3CC=CCC3C2=O)c1)C1CCCCC1 (stereo unspecified),i,6.4,-4.8%,
CC(=NN(Cc1ccccc1)c1ccccc1)c1ccccc1,i,0.9,0.4%,
COCCCN(C(=O)Cc1ccc(S(=O)(=O)N2CCOCC2)s1)c1c(N)n(Cc2ccccc2)c(=O)[nH]c1=O,i,0.2,0.0%,
Cc1noc(C)c1NC(=O)Nc1ccc2c(c1)C(=O)N([C@H](C)CO)C[C@@H](C)[C@@H](CN(C)S(=O)(=O)c1cn(C)cn1)OCCCC[C@H](C)O2,i,0.1,1.2%,
O=C(O)CN1C(=O)C2(OCCO2)c2cc(Br)ccc21,i,1.4,0.8%,
CSCCC(NC(=O)c1ccccc1)C(=O)N1CCCCCCC1 (stereo unspecified),i,0.8,-7.4%,
COCCN(C(=O)c1ccc(COc2ccccc2)o1)c1c(N)n(CC(C)C)c(=O)[nH]c1=O,i,1.1,-5.9%,
COc1ccc(CCN(C)C(=O)CSc2nnc(C3CC3)n2N)cc1OC,i,0.9,-12.6%,
CN(C(=O)COC(=O)c1ccc(CN2CCCC2=O)cc1)c1ccccc1,i,0.9,-4.1%,
COc1ccc(Cn2ccnc2SCC(=O)Nc2ccc(F)cc2F)cc1,i,0.5,-2.3%,
CC1C(=O)N2CCCc3cc(NC(=O)c4ccccc4Br)cc1c32 (stereo unspecified),i,0.4,-10.9%,
CCCCN(C(=O)CC1CCCC1)c1c(N)n(CCCC)c(=O)[nH]c1=O,i,1.1,8.1%,
Cc1ccc(C)c(NC(=O)CN(C)C(=O)c2ccc(-c3cccc(C(F)(F)F)c3)o2)c1,i,0.7,6.7%,
CCOC(=O)C1=C(COC(=O)CCOc2ccccc2C)NC(=O)NC1C (stereo unspecified),i,0.8,-9.4%,
C=CCC[C@@H](Cc1ccc(F)cc1)C(=O)OC[C@H]1CCCN1C(=O)[C@@H](CC=C)CC(=O)N[C@H](CO)Cc1ccccc1,i,0.6,-4.0%,
Cc1cc(=O)oc2cc(NC(=O)CN3C(=O)NC(C)(c4ccccc4)C3=O)ccc12 (stereo unspecified),i,1.6,2.9%,
CC(=O)N1[C@H](C)C=C[C@]1(Cc1ccccc1)C(=O)NCCN1CCOCC1,i,1.1,2.4%,
O=C(NCc1ccc(OC(F)(F)F)cc1)c1ccc2c(c1)S(=O)(=O)c1ccccc1C2=O,i,1.4,7.2%,
COc1ccc(OC)c(/C=N\NC(=O)c2ccc(COc3ccc(C)cc3[N+](=O)[O-])o2)c1,i,0.6,0.0%,
O=C(CN1C(=O)C2CCCCC2C1=O)OCC(=O)c1ccc(F)cc1 (stereo unspecified),i,0.2,-0.4%,
O=C(NCc1ccccc1Cl)C(=O)NCC1CCCN1S(=O)(=O)c1cccs1 (stereo unspecified),i,0.7,2.2%,
CC[C@@H]1C/C=C\Cc2ccccc2[C@@H](C(=O)C[C@@H](O)CC(C)=O)OC1=O,i,0.4,-1.6%,Dengue-2 NS5 capping pilot replicate=3.9
O=C1c2ccccc2C(=O)N1CCC1(O)C(c2ccccc2)=Nc2ccccc21 (stereo unspecified),i,0.8,-4.0%,Dengue-2 NS5 capping pilot replicate=0.6
O=C(COC(=O)c1cccnc1Cl)Nc1cc(S(=O)(=O)N2CCCCCC2)ccc1Cl,i,0.7,3.6%,
Nc1ccn(C2CCCO2)c(=O)n1 (stereo unspecified),i,2.3,-12.9%,
CC(OC(=O)c1cc[n+]([O-])cc1)C(=O)NCc1ccccc1 (stereo unspecified),i,0.8,7.3%,
CC(C)n1ncc2c(C(=O)NCCc3ccc(F)cc3)cc(C3CC3)nc21,i,0.7,-0.7%,
COc1ccc(C(C#N)CC(=O)c2ccc(OC)c(OCc3ccccc3)c2)cc1OC (stereo unspecified),i,0.6,-4.0%,
CCCn1c(SCC(=O)N2CCCC2=O)nc2ccccc2c1=O,i,1.0,-3.7%,
CN(C(=O)C1CCCCC1)C1CCS(=O)(=O)C1 (stereo unspecified),i,0.6,0.7%,
Cc1c(Cl)ccc2sc(N3CCN(C(=O)C4=COCCO4)CC3)nc12,i,1.1,1.5%,
CCN(C(=O)COC(=O)CN1C(=O)c2ccccc2C1=O)c1ccccc1,i,0.3,-3.6%,
COc1ccc(Cl)cc1C=CC=Nc1ccc(S(N)(=O)=O)cc1,i,0.7,1.5%,
Cc1c(C(=O)OCC(=O)NCc2ccco2)cccc1[N+](=O)[O-],i,0.3,-1.5%,
O=C(NCC1CCCO1)c1ccc(-c2ccccc2Cl)o1 (stereo unspecified),i,0.8,-5.1%,
CCCCn1c(N)c(N(CCOC)C(=O)c2ccc(-c3ccc(C(C)=O)cc3)o2)c(=O)[nH]c1=O,i,0.6,1.5%,
CCN(C(=O)COC(=O)CCC(=O)c1ccccc1)c1c(N)n(Cc2ccccc2)c(=O)[nH]c1=O,i,0.9,-3.9%,
Cc1cccc(CNC(=O)C2CCC(=O)N(CC3CCCCC3)C2)c1 (stereo unspecified),i,1.2,6.0%,
COCC(=O)N(C)C[C@H]1N[C@@](Cc2ccccc2)(C(=O)OC)[C@H]2C(=O)N(Cc3ccccc3)C(=O)[C@@H]12,i,1.0,-2.0%,Dengue-2 NS5 capping pilot replicate=0.6
COc1ccc(S(=O)(=O)Nc2ccccc2N2CCOCC2)cc1OC,i,0.3,-4.6%,
COc1ccc(C)cc1NC(=O)COC(=O)CCC(=O)c1cccs1,i,0.7,-3.0%,
CCCN(CC(=O)Nc1ccccc1C)C(=O)c1nn(CC)c(=O)c2ccccc12,i,1.7,-14.8%,
CCOP(=O)(OCC)c1ccc2c(c1)C(=O)c1ccccc1CC2,i,1.5,0.0%,
COC(=O)c1ccc(CNC(=O)c2ccc(NS(=O)(=O)c3ccc4[nH]c(=O)[nH]c4c3)cc2)cc1,i,0.8,-5.8%,
CCOc1ccc2oc(C(=O)OCC(=O)NCc3ccc(OC)cc3)c(C)c2c1,i,0.6,-3.7%,
CC1CC(C)C(=O)C(C(CC2CC(=O)NC(=O)C2)OC(=O)CC(=O)c2ccccc2)C1 (stereo unspecified),?,nt,-3.5%,
Cc1ccc(N(CCC#N)C(=O)COC(=O)C2=COCCO2)cc1,i,0.5,-4.3%,
CCOC(=O)C1=C(COC(=O)c2ccccc2[N+](=O)[O-])NC(=O)NC1C (stereo unspecified),i,0.7,-2.9%,
C=CC[C@@H](CC(=O)N[C@@H](CO)Cc1ccccc1)C(=O)NC[C@@H](OC(=O)[C@@H](CC=C)Cc1ccc(F)cc1)c1ccccc1,i,2.2,-8.2%,
COCCN1C(=O)C(C(=O)OC)CC2=C1CC(C)(C)CC2=O (stereo unspecified),i,0.1,0.3%,Dengue-2 NS5 capping pilot replicate=-2.1
CC(C)Cn1c(N)c(C(=O)COC(=O)C2CCCN2C(=O)c2cccs2)c(=O)n(C)c1=O (stereo unspecified),i,0.8,-2.9%,
CCc1ccccc1N1CC(C(=O)Nc2cc(S(=O)(=O)N3CCCC3)ccc2Cl)CC1=O (stereo unspecified),i,0.3,-7.1%,
CC(C)COC(=O)N(C)C[C@@H]1OCc2cnnn2CCCC(=O)N([C@@H](C)CO)C[C@@H]1C,i,0.8,-7.5%,
O=C(N=Nc1c(O)[nH]c2ccc(F)cc12)c1ccc(NS(=O)(=O)c2cccs2)cc1,i,1.1,-6.6%,
# The list goes on:
SMILES,Myeloid diff 2,Myeloid diff 2 GFP+ MAC1+ %,Dengue-2 NS5 capping,others
Cc1ccc2c(CN3CCN(S(=O)(=O)c4ccccc4C(F)(F)F)CC3)cc(=O)oc2c1,i,0.5,-2.9%,
COC(=O)c1c(-c2ccsc2)sc2ccc(-c3cc(OC)c(OC)c(OC)c3)cc12,?,nt,-2.5%,
COc1ccccc1NS(=O)(=O)c1cc2c3c(c1)CCN3C(=O)CC2,i,0.6,-8.7%,
CC(C)=CCC/C(C)=C/CNC(=O)C[C@H]1C[C@H](C(=O)N2CCCCC2)[C@@]2(C)c3[nH]c4cc(-c5ccco5)ccc4c3CCN2C1=O,i,2.9,-8.3%,Dengue-2 NS5 capping pilot replicate=-8.8
CCOC(=O)C1CCN(S(=O)(=O)CCNC(=O)c2ccccc2)CC1,i,1.1,0.7%,
COc1ccccc1NS(=O)(=O)c1ccc(C(=O)NCCCn2ccnc2)cc1,i,1.1,-13.5%,
CCOc1ccc(C(c2c(NC(=O)c3ccco3)sc(C)c2C)N2CCOCC2)cc1 (stereo unspecified),i,1.2,-0.7%,
O=C(Nc1cc([N+](=O)[O-])ccc1F)C1CCN(S(=O)(=O)c2cccs2)CC1,i,0.8,1.6%,
CCC(CC)c1nnc(NC(=O)c2cc([N+](=O)[O-])ccc2N2CCOCC2)s1,i,0.6,-2.9%,
O=S(=O)(c1ccc(F)c(F)c1F)N1CCN(c2ncnc3sccc23)CC1,i,2.1,1.5%,
Cc1cc(C)c(NC(=O)c2ccc3nccnc3c2)c(C)c1,i,0.2,0.0%,
Cn1c(=O)c2c(ncn2CC(=O)OCC(=O)NCc2ccc(F)cc2)n(C)c1=O,i,1.2,2.9%,
C[C@H]1CN([C@@H](C)CO)C(=O)c2cc(Br)cnc2O[C@H]1CN(C)Cc1ccc(Oc2ccccc2)cc1,i,0.6,0.6%,
CC(=O)N1CCN(S(=O)(=O)c2cccc(C(=O)NNC(=O)COc3c(C)cccc3C)c2)CC1,i,0.8,-8.8%,
Cc1ccc(NC(=O)CCNS(=O)(=O)c2ccc(Br)cc2)cc1S(=O)(=O)N1CCOCC1,i,0.7,-2.2%,
Cc1ccc(S(=O)(=O)N2CCNC(=O)C2)c(C)c1,i,0.5,-3.7%,
O=C(c1ccccc1)C1OC1C(=O)c1ccccc1 (stereo unspecified),?,nt,-10.1%,
CN(C)S(=O)(=O)c1ccc(SCC(=O)N2CC(=O)Nc3ccccc32)nc1,i,0.2,-1.9%,
CC(=O)N/C(=C/C(C)C)c1ccccc1,i,3.1,5.6%,
CC(C)n1ncc2c(C(=O)NCCc3ccc(S(N)(=O)=O)cc3)cc(C3CC3)nc21,i,0.7,-9.5%,

# The last 6 compounds of the part before are carried over, then new ones follow.
SMILES,Myeloid diff 2,Myeloid diff 2 GFP+ MAC1+ %,Dengue-2 NS5 capping,others
Cc1ccc(NC(=O)CCNS(=O)(=O)c2ccc(Br)cc2)cc1S(=O)(=O)N1CCOCC1,i,0.7,-2.2%,
Cc1ccc(S(=O)(=O)N2CCNC(=O)C2)c(C)c1,i,0.5,-3.7%,
O=C(c1ccccc1)C1OC1C(=O)c1ccccc1 (stereo unspecified),?,nt,-10.1%,
CN(C)S(=O)(=O)c1ccc(SCC(=O)N2CC(=O)Nc3ccccc32)nc1,i,0.2,-1.9%,
CC(=O)N/C(=C/C(C)C)c1ccccc1,i,3.1,5.6%,
CC(C)n1ncc2c(C(=O)NCCc3ccc(S(N)(=O)=O)cc3)cc(C3CC3)nc21,i,0.7,-9.5%,
NC(CSC(c1ccccc1)(c1ccccc1)c1ccccc1)C(=O)O (stereo unspecified),i,1.5,-13.7%,
CCN(CC)S(=O)(=O)c1ccc(C)c(NC(=O)CNc2cccc(S(=O)(=O)N3CCOCC3)c2)c1,i,0.9,0.0%,
CCOc1ccc(S(=O)(=O)N2CCOCC2)cc1NC(=O)CN1C(=O)NC(C)(c2ccccc2)C1=O (stereo unspecified),i,0.3,-11.6%,
CCOC(=O)[C@H]1[C@H]2COc3cc(OC)ccc3[C@@H]2N2C(=O)c3cc(OC)ccc3NC(=O)[C@@]12C,i,2.1,1.6%,
O=C(O)C(S)C(S)C(=O)O (stereo unspecified),i,1.8,-0.7%,
C[C@H](NC(=O)c1[nH]cnc1C(=O)Nc1ccc(Cl)cc1)c1ccccc1,i,0.1,4.8%,
O=S(=O)(CCS(=O)(=O)c1ccccc1)c1ccccc1,i,2.4,-5.4%,
COc1ccccc1-n1cnnc1SC(C)C(=O)NCC1CCCO1 (stereo unspecified),i,0.4,6.5%,
CCN(CC)S(=O)(=O)c1ccc(N2CCOCC2)c(NC(=O)c2ccco2)c1,i,0.8,-1.6%,

# 3 structures already listed, arranged by heavy-atom count, smallest number first:
SMILES,Myeloid diff 2,Myeloid diff 2 GFP+ MAC1+ %,Dengue-2 NS5 capping,others
CCOC(=O)[C@H]1[C@H]2COc3cc(OC)ccc3[C@@H]2N2C(=O)c3cc(OC)ccc3NC(=O)[C@@]12C,i,2.1,1.6%,
CCN(CC)S(=O)(=O)c1ccc(C)c(NC(=O)CNc2cccc(S(=O)(=O)N3CCOCC3)c2)c1,i,0.9,0.0%,
CCOc1ccc(S(=O)(=O)N2CCOCC2)cc1NC(=O)CN1C(=O)NC(C)(c2ccccc2)C1=O (stereo unspecified),i,0.3,-11.6%,
